GlmU inhibition = inhibition of mycobacterial GlmU enzyme – biochemical, glucosamine-1-phosphate acetyltransferase (AID 1376); Bifunctional protein GlmU (Mycobacterium tuberculosis (strain ATCC 25618 / H37Rv)); M. tuberculosis GlmU acetyltransferase enzyme assay; higher % means a stronger effect; 0.25% of 220,000 active; inhibition, %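 (tested at 30 µM in the primary screen)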, or IC50 in µM where a hit was titrated; in the data active = inhibition above about 13%;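 also: 0% = complete reaction with vehicle and 100% = reaction without substrate; strong numbers were not always called active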
RmlCD inh 1536 = M. tuberculosis RmlC/RmlD coupled enzyme inhibitors, primary screen, biochemical, compound mixtures, 384-well, from 1536-well plates; dTDP-4-dehydrorhamnose reductase (Mycobacterium tuberculosis (strain ATCC 25618 / H37Rv)) …; RmlC+RmlD coupled enzyme assay, percent inhibition; primary screen in compound mixtures; inhibition, % at 3.6 µM; 0.03% of 160,000 active; AID 1533, 2009; in the data active = inhibition mostly above about 34%, no sharp cut-off; also: some results filed as inactive read as strong as hits
Target sequence (P9WH09 whole entry, looked up): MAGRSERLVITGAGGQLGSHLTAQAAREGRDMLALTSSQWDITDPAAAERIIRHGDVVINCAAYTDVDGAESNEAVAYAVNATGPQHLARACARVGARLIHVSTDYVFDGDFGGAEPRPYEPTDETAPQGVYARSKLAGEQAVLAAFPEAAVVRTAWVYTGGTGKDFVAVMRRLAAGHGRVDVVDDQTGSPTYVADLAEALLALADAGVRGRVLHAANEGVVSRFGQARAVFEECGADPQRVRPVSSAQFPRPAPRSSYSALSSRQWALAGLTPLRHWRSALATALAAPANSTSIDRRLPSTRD
Target sequence (P9WH11 whole entry, looked up): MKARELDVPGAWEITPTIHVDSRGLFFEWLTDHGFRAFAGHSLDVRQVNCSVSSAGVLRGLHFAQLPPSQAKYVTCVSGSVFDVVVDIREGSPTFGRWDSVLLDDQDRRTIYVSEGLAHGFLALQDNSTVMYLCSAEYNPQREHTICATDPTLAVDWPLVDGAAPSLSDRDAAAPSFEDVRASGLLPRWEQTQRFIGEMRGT
* = called active by the depositor; / = not tested or not shown; & = joins results of further samples. Not all compounds are listed. The share of hits here may be higher or lower than overall.

SMILES | GlmU inhibition | RmlCD inh 1536
Cc1cc(N(C)/N=C/c2ccccc2)nc(-c2ccccc2O)n1 | -6.1% | 9.8
O=C(N/C(=C/c1ccccc1)C(=O)N1CCOCC1)c1ccc([N+](=O)[O-])cc1 | 1.7% | 8.8
O=C(NN/C(=N/S(=O)(=O)c1ccc(Cl)cc1)c1ccccc1)c1ccc(O)cc1 | -1.9% | /
CCc1ccc(/C=C2\SC(=S)N(CCC(=O)Nc3cc(C)on3)C2=O)cc1 | -2.5% | /
Cc1ccc(/C=c2\s/c(=C(/C#N)C(=O)N3CCCC3)n(Cc3ccco3)c2=O)s1 | 4.9%&2.4% | 5.9
CNC(=O)c1cc(NC(=O)CCn2nc(-c3ccc(C)cc3)c3ccccc3c2=O)ccc1OC | 3.0% | 7.2
COc1ccc(CN(C(=O)c2oc3ccccc3c2C)C2CCS(=O)(=O)C2)cc1OC (centres undefined) | -1.6% | 98.1
O=C1CSC(c2cn(-c3ccccc3)nc2-c2cc3ccccc3oc2=O)N1Cc1ccco1 (centres undefined) | / | 16.5
Cc1ccc(N(Cc2ccccc2F)S(C)(=O)=O)c(C)c1 | 1.9% | /
O=C(O)CCc1nc(-c2ccccc2)no1 | 2.2% | 28.1
O=C1NC(=O)N(CCNc2ncc(C(F)(F)F)cc2Cl)C(=O)C1/C=N/OCc1c(F)cccc1Cl (centres undefined) | / | -8.3
CCCCOc1ccccc1NC(=O)CSc1nnnn1C(C)(C)C | -1.3% | 7.3
N/C(=N\OC(=O)CCCC(=O)O)c1ncc(C(F)(F)F)cc1Cl | -0.1% | 2.5
CCC1CN(C)C2Cc3c([nH]c4ccccc34)C(=O)CC1C2C(=O)OC (centres undefined) | -1.3% | /
COc1ccc(S(=O)(=O)Nc2nc3c(s2)CCCC3)cc1 | 1.2% | 2.3
O=C(O)c1cccc(-n2cccc2/C=C2\NC(=O)N(Cc3ccc(F)cc3)C2=O)c1 | 13.9%* | 6.1
CN1c2ccsc2C(O)=C(C(=S)Nc2ccc(F)c(Cl)c2)S1(=O)=O | 5.4% | /
CNC(=S)N1N=C(c2ccc(Br)cc2)CC1c1ccc(N(C)C)cc1 (centres undefined) | -2.1% | -2.2
O=C(Nc1cc(Cl)ccc1N1CCCCC1)c1cccs1 | 0.3% | -6.9
COc1ccc(-c2cc(C(F)(F)F)nc(SCc3cccc(C(=O)O)c3)n2)cc1 | -1.8% | /
CCc1ccc(C2=NNC(=Nc3c(C)n(C)n(-c4ccccc4)c3=O)SC2)cc1 | 1.1% | 5.6
COc1ccc(C)cc1NS(=O)(=O)c1cn(C)c(=O)n(C)c1=O | 3.0% | -4.9
CCOC(=O)c1cnn(-c2cc(C)nc3c(-c4ccccc4)c(C)nn23)c1N | 0.3% | /
COc1ccccc1NC(=O)Nc1c(C)n(C)n(-c2ccccc2)c1=O | 6.2% | 20.1
C/C=C/c1ccc(OCCCN2C(=O)NC(C)(C)C2=O)c(OC)c1 | 1.2% | /
COc1cc(OC)c2c(-c3ccccc3)cc(=O)oc2c1 | -6.1% | 3.3
O=C(COC(=O)CCc1nc2ccccc2c(=O)[nH]1)NCc1ccc(F)cc1 | 1.8% | /
COc1ccc(CC(=O)N2CCN=C2SCc2cccc([N+](=O)[O-])c2)cc1 | 2.4% | -8.7
CCN(CC)S(=O)(=O)c1ccc(F)c(C(=O)NCCC(C)C)c1 | -0.8% | -6.2
COC(=O)c1ccc(CSc2n[nH]c(-c3ccccc3)n2)o1 | 7.6% | -8.1
CCNc1c2c3c(cccc3n(C)c1=O)C(=O)c1ccccc1-2 | 2.1% | /
CCOCC(=O)Nc1nc2ccc(S(C)(=O)=O)cc2s1 | -1.5% | /
CCCCc1c(C)nc2ccc(Br)cc2c1SC(N)N | 3.8% | -8.9
CN(C)C(=O)CCN1CCOCC1 | -0.3% | 3.9
COc1ccccc1NC(=O)CSc1ccc2nnc(-c3ccccn3)n2n1 | -1.4% | /
O=C(COC(=O)c1cccnc1Cl)Nc1ccc2c(c1)OCCO2 | 5.5% | -14.0
Cc1ccc(NC(=O)CSc2nnc(-c3cnccn3)n2Cc2ccco2)cc1C | 0.2% | -2.5
O=C(CSc1ncnc2ccccc12)N1CCCC1 | 6.3% | 5.8
Cc1oc(=O)c(NC(=O)c2cccc(Cl)c2)cc1C(=O)c1ccccc1 | 1.4% | 20.2
O=C(Nc1ccc(F)cc1)C(Sc1nc2ccccc2[nH]1)c1ccccc1 (centres undefined) | 1.2% | 4.0
CC(=NCC1CCCO1)c1c(O)[nH]c(=O)[nH]c1=O (centres undefined) | 0.6% | /
CCOC(=O)C1CCCN(C(=O)CSc2ccccc2)C1 (centres undefined) | -2.6% | /
Cc1onc(-c2ccccc2Cl)c1C(=O)N1CCOC12CCN(c1cccc(F)n1)CC2 | -4.0% | -11.5
O=C(O)c1ccc(S(=O)(=O)N2CCCCCC2)cc1 | 7.2% | -6.7
Cc1ccnc(NC2(C(F)(F)F)N=C(c3ccccc3)NC2=O)c1 (centres undefined) | 1.6% | 14.8
N#CCCN(CCC#N)c1nnc(-c2ccccc2)s1 | -3.7% | /
CCOc1ccc2c(c1)-c1c(ssc1=S)C(C)(C)N2C | -6.2% | /
C/C=C(\C)CN1CCc2cc(OC)c(OC)cc2C1 | 2.9% | /
COC(=O)C1=C(C)N(C)C(C)=C(C(=O)OC)C1c1ccc(C(=O)OC)cc1 | 0.9% | 12.5
O=C(CSc1nnc(-c2c[nH]c3ccccc23)o1)N(Cc1ccccc1)c1ccc(F)cc1 | 2.4% | -194.6
CC(=O)c1c(C)[nH]c(C(=O)NCc2ccc(F)cc2)c1C | 7.0% | 9.1
CCN(CC)S(=O)(=O)c1cccc(NC(=O)C(=O)c2c(-c3ccccc3)cc3ccccn23)c1 | / | 3.1
CCOc1ccc(NC(=O)Nc2cc(C(C)C)c(O)cc2C)cc1 | 1.3% | -9.7
O=[N+]([O-])c1ccc(C[n+]2cccc3ccc4cccnc4c32)cc1 | 5.2% | 6.4
CCOC(=O)c1ccc(NC(=O)c2nc[nH]c2C(=O)NC)cc1 | 2.5% | -2.4
Cn1nc(-c2ccc(C(=O)Nc3cccc(Cl)c3)cc2)c2ccccc2c1=O | -8.5% | -10.5
Cc1cc(-c2cc(C(=O)NCc3ccccc3)on2)nc(NC2CCCC2)n1 | 4.5% | 3.7
Nc1nc2c(s1)CCCCCCCCCC2 | 0.2% | -6.6
Cc1cc(C(=O)NCCC2=CCCCC2)ccc1[N+](=O)[O-] | -3.1% | 7.1
CCOC(=O)c1ccc(NC(=O)CS(=O)(=O)c2cn(CC)c3ccccc23)cc1 | 1.3% | -1.3

A second format for 7 compounds above:
SMILES,GlmU inhibition,RmlCD inh 1536
COC(=O)C1=C(C)N(C)C(C)=C(C(=O)OC)C1c1ccc(C(=O)OC)cc1,0.9%,12.5
O=C(CSc1nnc(-c2c[nH]c3ccccc23)o1)N(Cc1ccccc1)c1ccc(F)cc1,2.4%,-194.6
CC(=O)c1c(C)[nH]c(C(=O)NCc2ccc(F)cc2)c1C,7.0%,9.1
CCN(CC)S(=O)(=O)c1cccc(NC(=O)C(=O)c2c(-c3ccccc3)cc3ccccn23)c1,/,3.1
CCOc1ccc(NC(=O)Nc2cc(C(C)C)c(O)cc2C)cc1,1.3%,-9.7
O=[N+]([O-])c1ccc(C[n+]2cccc3ccc4cccnc4c32)cc1,5.2%,6.4
CCOC(=O)c1ccc(NC(=O)c2nc[nH]c2C(=O)NC)cc1,2.5%,-2.4

More compounds.
SMILES | GlmU inhibition | RmlCD inh 1536
COC(=O)c1cn(C(=O)c2ccc(C)c(C)c2)c2ccccc12 | 2.3% | /
CCn1c(=O)c(-c2ccccc2)c(O)c2ccccc21 | 4.2% | -5.8
COc1cc(NS(=O)(=O)c2ccc(N/C=C(\C=O)c3nc4cc(Cl)ccc4o3)cc2)nc(OC)n1 | 2.0% | 12.1
COCc1nc2ccccc2n1CCCOc1ccccc1 | -4.7% | /
C=CCn1c(SCC(=O)Nc2ccc(N(C)C)cc2)nnc1-c1cccc(C)c1 | 8.3% | 7.9
C1=CCC(/C=N/n2cnnc2)CC1 (centres undefined) | 4.0% | 6.7
Cc1ccc(NC(=O)Nc2nnc(Cc3ccc([N+](=O)[O-])cc3)s2)cc1C | -4.3% | 0.5
CCN1CCCc2cc(CN(CCN3CCOCC3)C(=S)Nc3ccc(C)cc3)ccc21 | -0.9% | -1.4
COCCNC(=S)N/N=C(\C)c1ccc(Cl)c(Cl)c1Cl | 4.0% | 3.0
CCCC(C(=O)NCc1ccco1)N(C(=O)CNS(=O)(=O)c1ccccc1)c1ccc(OC)cc1 (centres undefined) | 2.2% | -1.4
CCOc1ccc(-c2nnn(CC(=O)Nc3cc(OC)cc(OC)c3)n2)cc1OCC | -4.9% | 1.7
Cc1ccc(N=C(N(C)C)P(=O)(N(C)C)N(C)C)cc1 | -1.0% | -0.3
CC(C)[C@H](NC(=O)c1ccccc1)C(=O)OCC(=O)c1ccccc1F | 0.5% | -6.5
Cc1nc2ccccc2c(=O)n1NC(=O)Cc1ccc(Br)cc1 | 3.3% | 16.3
CNC(=O)c1ccccc1-c1ccccc1 | 5.5% | 10.6
COc1ccccc1C(CCN(Cc1ccccc1)C(C)=O)c1ccco1 (centres undefined) | 0.5% | /
CC1CCC(C(C)C)C(OC(=O)CSc2n[nH]c(=O)[nH]c2=O)C1 (centres undefined) | 0.8% | -6.8
COc1cc2nc(CN3CCOCC3)n(CC(=O)N3CCCCCC3)c(=O)c2cc1OC | 0.1% | -5.7
O=C(CSc1nc2ccccc2n1S(=O)(=O)c1ccccc1)N1CCCC1 | -4.9% | -3.5
CC(=O)Nc1ccc(NC(=O)Nc2cccc(C)c2C)cc1 | -4.5% | 7.1
CCOC(=O)c1cc(-c2ccccc2)sc1N | / | -1.4
CCCN1C/C(=C/c2ccc3c(c2)OCO3)C(=O)/C(=C/c2ccc3c(c2)OCO3)C1 | 1.0% | 8.1
Cc1c(Cl)c([N+](=O)[O-])nn1CC(=O)NC1CCCCC1 | -3.7% | -6.8
COC(=O)c1cc(OC)c(OC)cc1NC(=O)c1ccc(C)o1 | 5.7% | /
COc1ccc(NC(=O)Cn2ncc(Cl)c(Cl)c2=O)cc1S(=O)(=O)N1CCOCC1 | -1.6% | 12.1
COc1cccc(C(C(=O)NC2CCCC2)N(C(=O)c2ccco2)c2ccc(-n3cnnn3)c(C)c2)c1OC (centres undefined) | 6.9% | /
COc1cccc(CN(CC(=O)NC2CCCC2)C(=O)Cn2nnc(-c3cccs3)n2)c1 | -0.9% | /
Fc1cccc(Cn2cc(C(=S)N3CCOCC3)c3ccccc32)c1 | 2.1% | /
COc1ccccc1Nc1ncnc2ccccc12 | -4.7% | /
Cc1ccc(C(NC(=O)/C=C\c2ccc3c(c2)OCO3)C(=O)Nc2ccc3c(c2)OCO3)cc1 (centres undefined) | 1.1% | -15.1
Cc1ccc2c(c1)c(C)c(C)n2CC(O)CN1CCCCC1C (centres undefined) | -1.5% | 9.1
Cc1oc2cc(O)ccc2c(=O)c1Oc1ccc2ccccc2c1 | 3.6% | -3.5
CC1=C(C(=O)NCc2ccccc2)C(c2ccccc2OCC(N)=O)NC(=O)N1 (centres undefined) | -6.8% | /
CC(=NCc1ccco1)c1c(C(F)(F)F)[nH]n(-c2nc3ccccc3s2)c1=O | -0.1% | 3.6
COCc1cc(/C=N\NC(=O)c2ccc(Cl)cc2)ccc1OC | 1.9% | -11.9
CCOc1ccccc1NC(=O)C1CCCN(S(=O)(=O)c2cccc3nsnc23)C1 (centres undefined) | 0.4% | /

Among those listed so far, these have a COOH group:
SMILES | GlmU inhibition | RmlCD inh 1536
O=C(O)CCc1nc(-c2ccccc2)no1 | 2.2% | 28.1
N/C(=N\OC(=O)CCCC(=O)O)c1ncc(C(F)(F)F)cc1Cl | -0.1% | 2.5
O=C(O)c1cccc(-n2cccc2/C=C2\NC(=O)N(Cc3ccc(F)cc3)C2=O)c1 | 13.9%* | 6.1
COc1ccc(-c2cc(C(F)(F)F)nc(SCc3cccc(C(=O)O)c3)n2)cc1 | -1.8% | /
O=C(O)c1ccc(S(=O)(=O)N2CCCCCC2)cc1 | 7.2% | -6.7

New compounds follow.
SMILES | GlmU inhibition | RmlCD inh 1536
Cc1cccc(-c2oc(C)c(C)[n+]2[O-])c1 | 0.3% | -9.2
Cc1ccc2cccc(S(=O)(=O)Nc3c(C)n(C)n(-c4ccccc4)c3=O)c2n1 | -8.5% | 7.2
O=C1C2=C(C(c3ccccc3)=NCCN2)C(c2cccc([N+](=O)[O-])c2)N1c1ccccc1 (centres undefined) | -0.7% | /
Cc1nnsc1NC(=O)OCc1ccc(C(C)(C)C)cc1 | -3.5% | /
Cc1ccc(C)c(-c2nnc(OCC(=O)Nc3cc(C)on3)c3ccccc23)c1 | -4.9% | /
Cc1cccc(NCN2C(=O)C3C4C=CC(C4)C3C2=O)c1 (centres undefined) | 1.1% | 4.5
COc1ccc(C(=O)Nc2ccc(Cl)cc2C(=O)N2CCCC(C)C2)cc1 (centres undefined) | 2.8% | /
Cc1ccc(S(=O)(=O)N2CCN(c3nccnc3C#N)CC2)cc1 | 23.1% | /
COCCCNC(=O)CCc1nc2cccnc2n1Cc1ccc(OC)cc1 | 1.3% | 7.8
CCCCCCCC(=O)NC1=NC(=O)C(C)(C)S1 | 2.1% | 3.8
CC1CC(N(C(=O)c2ccco2)c2ccccc2)c2ccccc2N1C(=O)c1ccco1 (centres undefined) | 0.9% | -3.8
COc1cc(NC(=O)COC(=O)c2n[nH]c3ccccc23)c(C)cc1[N+](=O)[O-] | -5.4% | /
CN(C(=O)CSc1ccccc1C(=O)O)C1CCCCC1 | 2.2% | -7.1
CCNC(=O)Oc1ccc[nH]c1=O | 6.0% | 0.8

Assay outcomes deposited in PubChem BioAssay by several laboratories.
